# TAAR1 antagonist – human TAAR1 antagonists, primary screen, Fluo-8 calcium fluorescence, CHO RD-HGA16 cells. Trace amine-associated receptor 1 (Homo sapiens), Q96RJ0. antagonist. inhibition, % at 3 µM. hit rate 1.5% among 360,000. AID 624466, 2012;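 active = inhibition above a per-plate cutoff, the mean inhibition of test compounds on that plate plus 3 SD, cut at about 49% in these data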;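 also: 0% = DMSO plus EC80 beta-PEA response and 100% = DMSO alone without agonist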
#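 System: RD-HGA16 CHO cells with stable hTAAR1 and Gα16 | Probe or stimulus: EC80 β-phenethylamine stimulus | Dosing: 3 µM, single point | Times: Dye loading 75 min at 37 °C, then 30 min room temperature | Measured by: Fluo-8 calcium-sensitive fluorescence | Read-out basis: % inhibition of agonist calcium response | Replicates: n of 1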
# M1 antag – human M1 muscarinic receptor antagonists, primary screen, CHO-K1 cells, Fluo-8 calcium fluorescence, 1536-well; Muscarinic acetylcholine receptor M1 (Homo sapiens), P11229; CHO-K1 hM1, ACh EC80 antagonist; inhibition, % at 3 µM; hit rate 1.3% among 360,000;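 active = percent inhibition above its own plate's cutoff, namely the mean of that plate's compound wells plus 3 SD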;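 also: peak over basal fluorescence ratio during 140 s after agonist addition; 0% = ACh EC80 plus DMSO and 100% = DMSO alone without agonist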
# Target sequence (P11229 whole entry, looked up): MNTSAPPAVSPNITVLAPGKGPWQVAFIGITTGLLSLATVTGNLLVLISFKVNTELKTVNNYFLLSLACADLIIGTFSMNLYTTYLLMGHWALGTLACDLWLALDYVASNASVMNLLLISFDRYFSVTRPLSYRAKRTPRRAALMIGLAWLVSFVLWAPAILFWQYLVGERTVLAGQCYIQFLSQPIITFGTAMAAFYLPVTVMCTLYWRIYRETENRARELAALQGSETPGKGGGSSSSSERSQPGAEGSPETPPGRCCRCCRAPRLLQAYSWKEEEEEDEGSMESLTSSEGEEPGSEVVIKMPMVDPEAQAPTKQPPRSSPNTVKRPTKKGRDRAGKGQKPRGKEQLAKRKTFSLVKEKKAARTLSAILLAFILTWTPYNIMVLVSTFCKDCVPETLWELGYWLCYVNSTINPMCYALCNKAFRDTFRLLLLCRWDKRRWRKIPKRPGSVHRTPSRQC
# M1 PAM parental – nonselective calcium activators in parental CHO-K1 cells, primary screen, counter-screen for M1 PAM project, cell-based, Fluo-8 calcium fluorescence, full deck, 1536-well; activation, % at 3 µM; ATP EC20; 0% at ATP EC20, 100% at ATP max; hit rate 0.02% among 360,000; AID 602247, 2012;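 active = activation above the run cutoff, the mean activation of all test compounds plus 3 SD, cut at about 40% in these data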;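 also: peak over basal fluorescence ratio in a 140 s read after ATP addition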
# OXTR potentiator – human OXTR potentiators, primary screen, fluorescence, CHO-OTR cells, Fluo-8 calcium | Fluo-8 calcium fluorescence, potentiator mode; 0% = oxytocin EC15, 100% = EC100 | hit rate 0.061% among 320,000 | activation, % at 3 µM;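 active = activation above that plate's cutoff, the mean activation of tested compounds plus 3 SD, cut at about 6.6% in these data, passing the limit was not always enough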;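 also: 100% uses oxytocin at 75 nM as the full agonist control; some results filed as inactive read as strong as hits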
# Target sequence (P30559 whole entry, looked up): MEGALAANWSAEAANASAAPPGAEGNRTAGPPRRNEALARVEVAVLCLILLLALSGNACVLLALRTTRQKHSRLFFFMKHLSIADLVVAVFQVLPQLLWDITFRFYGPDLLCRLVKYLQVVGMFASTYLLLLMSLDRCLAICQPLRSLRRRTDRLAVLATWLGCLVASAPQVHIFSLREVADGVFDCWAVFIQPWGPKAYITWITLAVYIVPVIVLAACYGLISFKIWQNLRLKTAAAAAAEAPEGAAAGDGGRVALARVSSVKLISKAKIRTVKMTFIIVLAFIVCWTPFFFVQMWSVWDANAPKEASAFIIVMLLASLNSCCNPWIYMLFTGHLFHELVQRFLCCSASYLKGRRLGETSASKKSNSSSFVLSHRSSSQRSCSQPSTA
#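 Assay system: CHO-OTR cells, human receptor / Also added: oxytocin at about EC15, sub-maximal agonist stimulus / Dosing: single dose, 3.0 µM nominal final compound concentration / Incubation: 6 min pre-incubation, 100 s read / Technique: Fluo-8 calcium dye fluorescence / Read-out: % activation vs EC15 and EC100 oxytocin / Benchmarks: EC15 oxytocin low, 75 nM oxytocin high / Replicates: singlicate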
# M1 ag – human M1 muscarinic receptor agonists, primary screen, Fluo-8 calcium fluorescence, CHO-K1 cells, HTS; AID 588814, 2011; Muscarinic acetylcholine receptor M1 (Homo sapiens), P11229; CHO-K1 hM1, agonist mode; 0% DMSO, 100% acetylcholine EC100; activation, % at 3 µM; hit rate 0.33% among 360,000;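 active = activation above the run's mean compound activation plus 3 SD, cut at about 16% in these data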;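 also: peak over basal fluorescence ratio within a 140 s kinetic read after compound addition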
# TAAR1 agonist – human TAAR1 agonists, primary screen, Fluo-8 calcium fluorescence, CHO RD-HGA16 cells; vehicle wells 0%, saturating PEA agonist 100%; activation, % at 3 µM; hit rate 0.99% among 360,000; Trace amine-associated receptor 1 (Homo sapiens), Q96RJ0;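 active = activation above the mean activation of all test compounds in the run plus 3 SD, cut at about 38% in these data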
#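 test system = CHO RD-HGA16 cells carrying human TAAR1 plus Gα16 | schedule = 17-24 h seeding, 75 min 37 °C dye, 30 min RT | compound dosing = 3 µM single concentration | control set = DMSO and PEA EC100 | replicates = n 1 | signal = Fluo-8 fluorescence, 5 s baseline then 140 s kinetic read | measure = percent activation vs PEA EC100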
# CHO-K1 Ca ag – counter-screen for M1 agonists: effect in parental CHO-K1 cells; Fluo-8 calcium fluorescence; scaled to maximal ATP response, vehicle zero; activation, % at 3 µM; hit rate 0.48% among 360,000; AID 602248, 2012; in the data active = activation above about 15%;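 also: untransfected CHO-K1 host cells lacking M1 receptor as counterscreen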
# CHO-K1 Ca antag – nonselective inhibitor or artifact in parental CHO-K1 cells; ATP-induced calcium, Fluo-8 fluorescence; hit rate 0.6% among 360,000; inhibition, % at 3 µM;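 active = inhibition above a per-plate cutoff, the plate's mean sample inhibition plus 3 SD, cut at about 24% in these data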;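 also: 0% = DMSO plus EC80 ATP and 100% = DMSO alone without ATP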
# CHO parental Ca – ATP-evoked calcium signal inhibitors, parental CHO, primary screen, counter-screen for OX1R antagonist project, cell-based, fluorescence, Fluo-8 calcium dye | parental CHO-K1, ATP-induced calcium, Fluo-8 fluorescence | inhibition, % at 5.6 µM | hit rate 0.63% among 330,000 | AID 463079, 2010;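 active = inhibition above that plate's mean sample inhibition plus 3 SD, cut at about 26% in these data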;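 also: 0% = ATP-challenged DMSO wells and 100% = DMSO wells without ATP; some compounds past the cut are filed as inactive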
#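 Measured by: calcium-sensitive Fluo-8 fluorescence / Test system: CHO parental line / Controls: ATP-challenged DMSO wells low, unchallenged DMSO wells high / Measure: % inhibition / Compound: single nominal dose of 5.6 µM per compound / Replicates: single well per compound, no replicates / Reagent: ATP as calcium-mobilizing challenge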
# * hit, by the source's call; x = not tested or not shown.
# Each structure is followed by: TAAR1 antagonist, M1 antag, M1 PAM parental, OXTR potentiator, M1 ag, TAAR1 agonist, CHO-K1 Ca ag, CHO-K1 Ca antag, CHO parental Ca
COc1ccccc1-c1cc(C(F)(F)F)nc(S(=O)(=O)CCCC(=O)NCc2ccc(F)cc2)n1
  0, -13, 23, 2, -4, 0, -0.4, -12, -14
Cc1cc(C)c(NC(=S)N(C)C)c(C)c1
  -21, -12, 16, -2, -3, 3, 0.9, -8, -11
COc1ccc(NC(=O)CCCC(=O)c2ccccc2)c(OC)c1
  -11, 1, 12, -17, -1, 1, 1.2, -7, -16
Cc1ccc(N=Nc2c(N)nn3c(N)c(C#N)c(C)nc23)cc1
  2, 4, 10, -10, -5, -1, -1.1, -18, -1
CC1Cc2[nH]c(=S)[nH]c(=O)c2C(c2ccc(C(C)C)cc2)O1 (configuration not stated)
  -15, x, -9, x, x, 5, -0.5, 14, x
C=C(C)CNC(=S)NNC(=O)c1ccncc1
  3, -8, -1, -9, -3, 10, 0.0, -1, -2
CC(C)(CO)NCc1ccc(Br)cc1
  4, 4, -10, -6, -13, 3, -0.2, 10, -4
CC(=O)NS(=O)(=O)c1ccc(NC(=S)NC(=O)CC(C)C)cc1
  -1, -4, 20, -20, -7, 3, 4.4, -6, -7
O=C(O)CC(CC(=O)Nc1ccc(N2CCOCC2)cc1)c1ccccc1 (configuration not stated)
  -39, 3, 5, 0, -4, 3, 0.2, 1, -5
COc1cc2sc(-c3ccccc3OC)c(-c3ccc(OCCN4CCOCC4)cc3)c2cc1OC
  x, 0, 7, x, 3, x, 2.3, -6, -14
COc1ccc(Cl)cc1NC(=O)CC(=O)Nc1cc(Cl)ccc1OC
  -8, -10, 15, -5, -2, -1, 1.0, -13, -14
O=C(Nc1ccccc1C(=O)NCc1ccc(Cl)cc1)c1ccco1
  10, 9, -2, -6, -4, 8, 1.2, 9, -25
CCOC(=O)C(NC(=O)c1ccccc1OCC)(Nc1ncccn1)C(F)(F)F (configuration not stated)
  -3, 3, 14, -1, -1, 20, 0.5, 1, -22
O=Nc1c(O)[nH]c2c(F)cccc12
  0, 5, 20, -13, -7, 3, 0.4, -10, -5
O=C(CNC(=O)c1ccc(OC(F)F)cc1)NCc1ccccn1
  -2, -18, -8, 2, -2, -1, -0.5, 11, -7
Nc1ccc(S(=O)(=O)NC2(C(F)(F)F)NC(=O)N(c3ccccc3Cl)C2=O)cc1 (configuration not stated)
  -3, -6, 20, -4, -5, 1, 1.0, -11, -2
CN(C(=O)CN1CCC(NC(=O)c2ccccc2Br)CC1)C1CCCCC1
  -4, -11, -9, -10, -10, 0, 0.7, -15, -10
Cc1cc(C(=O)N/N=C/c2sc(N3CCOCC3)nc2-c2ccccc2)c(C)o1
  16, 7, -13, 2, -7, 8, 0.1, 17, -20
CCNc1c(NC(=O)c2cccs2)c(=O)oc2ccccc12
  -2, -8, -8, 1, -2, 0, -0.2, 13, 4
Cc1ccccc1C(=O)NC(C)C1CC2CCC1C2 (configuration not stated)
  -7, 0, -8, -8, -4, 6, 0.8, -10, -10
Cc1cc(C(=O)N/N=C/c2cc([N+](=O)[O-])ccc2O)c2ccccc2n1
  -16, 2, 1, -11, -2, -1, 0.8, 6, -11
O=C(Cc1cccc(NC(=O)C2CCN(C(=O)c3ccccc3)CC2)c1)Nc1cccc(C(=O)N2CCOCC2)c1
  -9, 6, 7, x, -4, 0, 0.3, 5, x
CC(NC(=O)Cn1cnnn1)C12CC3CC(CC(C3)C1)C2 (configuration not stated)
  -15, -9, 16, -11, -3, 8, 1.5, -11, -19
Cc1occc1C(=O)N/N=C/c1ccc(OCc2ccccc2)cc1
  -10, 2, -9, -8, -3, 5, 0.6, 7, -9
CCN(CC(=O)NC(C)C)C(=O)[C@@H](NC(=O)c1ccco1)C(C)C
  -10, -14, -8, 1, -1, 0, 0.3, -6, -16
COc1ccc([N+](=O)[O-])cc1NC(=O)Cc1c(Cl)cccc1Cl
  -2, -2, 22, -3, -12, -2, 0.5, -7, -10
COc1ccccc1/C=C/C(=O)c1cc(Br)ccc1OC(=O)c1ccco1
  25, 1, 2, -15, -5, 6, 0.3, -3, 2
CC(CC(=O)c1ccccc1)=NCC(O)CN=C(C)CC(=O)c1ccccc1 (configuration not stated)
  -24, -8, 10, x, -4, -2, -0.4, -15, x
CCN(CC(=O)NCc1ccc(Cl)cc1)C(=O)c1cccc(S(=O)(=O)Nc2ccc(OC)cc2)c1
  -3, 5, -5, -9, -3, 7, 2.9, -9, -31
N#CC1=C2N=C(N)c3ccccc3N2C2=C(C(=O)CCC2)C1c1cccc(Cl)c1 (configuration not stated)
  8, 4, -5, -7, -2, 3, 0.4, 12, -6
CC(Sc1nnc(C2CC2)n1C1CC1)C(=O)c1ccc(F)cc1 (configuration not stated)
  -11, 6, -14, 1, -6, 8, 0.0, -3, -15
CCC(=O)N1N=C(c2ccc(NS(=O)(=O)c3ccccc3)cc2)CC1c1ccco1 (configuration not stated)
  0, -7, 9, -3, -3, 0, -0.3, -16, -24
CCOc1ccc(-n2c(SCC(=O)Nc3cc(C)on3)nc3c([nH]c4ccccc43)c2=O)cc1
  -31, 7, 10, -7, -4, 1, -0.1, -3, -2
O=C(NC1CCSc2ccccc21)c1cccc([N+](=O)[O-])c1 (configuration not stated)
  5, -8, -3, -8, 2, 0, 1.0, 10, -19
CC1(C)NC(=O)N(CC(O)COc2ccc(-c3ccc(C#N)cc3)cc2)C1=O (configuration not stated)
  34, 2, 4, -21, 0, 21, 3.8, 13, 12
CC1(C(=O)NCCOc2ccccc2Cl)CC1(Cl)Cl (configuration not stated)
  -26, -22, 1, -15, -4, 0, -0.1, -9, 0
CCN1CCN(C(=O)c2cnn3c(C(F)F)cc(-c4ccc(C)cc4)nc23)CC1
  -9, -9, 26, 0, -7, 0, -0.5, -17, -18
Cc1ccc2cc(CN(CCN3CCCC3)C(=O)Nc3ccccc3)c(=O)[nH]c2c1C
  9, -13, 22, -12, -5, 8, 0.1, -14, -29
COc1ccccc1NC(=O)Nc1ccccc1C(=O)NCCCN1CCOCC1
  6, -9, 24, 5, -6, 0, 1.3, -6, -14
O=C(NN1C(=O)C2C3c4ccccc4C(c4ccccc43)[C@@H]2C1=O)c1ccccc1 (some centres not stated)
  -2, -5, 16, -3, -9, 4, 0.2, -10, -5

# Given as comma-separated lines: part of the list above.
mol,TAAR1 antagonist,M1 antag,M1 PAM parental,OXTR potentiator,M1 ag,TAAR1 agonist,CHO-K1 Ca ag,CHO-K1 Ca antag,CHO parental Ca
CCN(CC(=O)NCc1ccc(Cl)cc1)C(=O)c1cccc(S(=O)(=O)Nc2ccc(OC)cc2)c1,-3,5,-5,-9,-3,7,2.9,-9,-31
N#CC1=C2N=C(N)c3ccccc3N2C2=C(C(=O)CCC2)C1c1cccc(Cl)c1 (configuration not stated),8,4,-5,-7,-2,3,0.4,12,-6
CC(Sc1nnc(C2CC2)n1C1CC1)C(=O)c1ccc(F)cc1 (configuration not stated),-11,6,-14,1,-6,8,0.0,-3,-15
CCC(=O)N1N=C(c2ccc(NS(=O)(=O)c3ccccc3)cc2)CC1c1ccco1 (configuration not stated),0,-7,9,-3,-3,0,-0.3,-16,-24
CCOc1ccc(-n2c(SCC(=O)Nc3cc(C)on3)nc3c([nH]c4ccccc43)c2=O)cc1,-31,7,10,-7,-4,1,-0.1,-3,-2
O=C(NC1CCSc2ccccc21)c1cccc([N+](=O)[O-])c1 (configuration not stated),5,-8,-3,-8,2,0,1.0,10,-19
CC1(C)NC(=O)N(CC(O)COc2ccc(-c3ccc(C#N)cc3)cc2)C1=O (configuration not stated),34,2,4,-21,0,21,3.8,13,12
CC1(C(=O)NCCOc2ccccc2Cl)CC1(Cl)Cl (configuration not stated),-26,-22,1,-15,-4,0,-0.1,-9,0
CCN1CCN(C(=O)c2cnn3c(C(F)F)cc(-c4ccc(C)cc4)nc23)CC1,-9,-9,26,0,-7,0,-0.5,-17,-18
Cc1ccc2cc(CN(CCN3CCCC3)C(=O)Nc3ccccc3)c(=O)[nH]c2c1C,9,-13,22,-12,-5,8,0.1,-14,-29

# Next compounds
# Each structure is followed by: TAAR1 antagonist, M1 antag, M1 PAM parental, OXTR potentiator, M1 ag, TAAR1 agonist, CHO-K1 Ca ag, CHO-K1 Ca antag, CHO parental Ca
Cc1nn(-c2ccc(Cl)c(Cl)c2)c(=O)c2ccccc12
  -2, 0, 17, -7, -4, 7, 0.6, -7, -15
C=CCN(CC=C)S(=O)(=O)c1ccc2nc(NC(=O)C(C)C)sc2c1
  8, -5, 43*, -20, 24*, 40*, 33*, -14, -20
O=C(NCC1CCCN1S(=O)(=O)c1cccs1)C(=O)Nc1ccc(F)cc1F (configuration not stated)
  1, 6, 3, -12, -3, 1, 3.3, 6, 3
Cc1ccc(CN2CCN(/N=C/c3ccccc3)CC2)cc1
  7, -9, 13, -6, -3, 1, 1.7, -16, -14
O=C(c1ccccc1)c1ccc(OCCCN2CCCC2)cc1
  2, 13, 0, 0, -10, 6, 0.1, 3, -1
O=C(O)c1ccccc1NC(=O)C(c1ccccc1)c1ccccc1
  -27, -3, 10, -5, -4, -1, -0.2, -5, -6
CCOC(CNC(=O)C1CCN(S(=O)(=O)c2ccc3nc4c(c(C(=O)O)c3c2)CCCCC4)CC1)OCC
  -10, -11, 23, -2, -2, 3, 1.2, -23, -2
CCCCNc1c(-c2ccc(OC)c(Sc3ccc(OC)cc3)c2)nc2cnccn12
  75*, 7, -11, -3, 0, 11, 1.6, 4, -27
Cc1nc2ccccc2c(=O)n1NC(=O)c1ccco1
  -1, -7, 23, -12, -2, 10, 1.0, -4, -3
O=C(CC1C(=O)NCCN1Cc1c(F)cccc1Cl)NCCCn1ccnc1 (configuration not stated)
  2, 3, 1, 1, -7, 5, 0.1, -5, 3
N#Cc1c(NC(=O)CSc2nnnn2C2CCCCC2)sc2c1CCCC2
  -7, -5, 15, 8, -4, 0, 0.4, -13, -16

# High-throughput results (PubChem)
